Screens deposited in PubChem BioAssay by several laboratories.
M. tuberculosis GlmU – inhibition of mycobacterial GlmU enzyme – biochemical, glucosamine-1-phosphate acetyltransferase (AID 1376). hit rate 0.25% among 220,000. inhibition, %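 (tested at 30 µM in the primary screen)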, or IC50 in µM where a hit was titrated. M. tuberculosis GlmU acetyltransferase enzyme assay; higher % means a stronger effect; in the data active = inhibition above about 13%;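 note: 0% = complete reaction with vehicle and 100% = reaction without substrate; strong numbers were not always called active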
RmlCD inh 1536 – inhibitors of Mycobacterium tuberculosis RmlC and RmlD coupled enzymes | P9WH09+P9WH11 | RmlC+RmlD coupled enzyme assay, percent inhibition; primary screen in compound mixtures | inhibition, % at 3.6 µM | hit rate 0.03% among 160,000; in the data active = inhibition mostly above about 34%, no sharp cut-off; note: some results filed as inactive read as strong as hits
Target sequence (P9WH09 whole entry, looked up): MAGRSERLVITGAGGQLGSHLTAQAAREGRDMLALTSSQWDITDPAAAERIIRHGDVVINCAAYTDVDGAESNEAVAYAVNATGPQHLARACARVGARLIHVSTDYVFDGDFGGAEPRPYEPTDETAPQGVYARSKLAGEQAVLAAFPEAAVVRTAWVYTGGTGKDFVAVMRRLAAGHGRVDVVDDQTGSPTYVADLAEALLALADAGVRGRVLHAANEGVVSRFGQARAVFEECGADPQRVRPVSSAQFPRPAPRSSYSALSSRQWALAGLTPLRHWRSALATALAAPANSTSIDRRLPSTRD
Target sequence (P9WH11 whole entry, looked up): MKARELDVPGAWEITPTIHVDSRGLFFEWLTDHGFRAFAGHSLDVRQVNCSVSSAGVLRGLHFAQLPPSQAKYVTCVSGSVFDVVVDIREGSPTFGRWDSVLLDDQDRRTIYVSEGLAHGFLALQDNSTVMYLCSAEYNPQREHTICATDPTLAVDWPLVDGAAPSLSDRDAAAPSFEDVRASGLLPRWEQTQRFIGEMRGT
The depositor's hits bear a star; / = no result given; & = joins results of further samples. These rows are one share of the data; rates above refer to the full screens.

SMILES	M. tuberculosis GlmU	RmlCD inh 1536
CC(C)c1ccc(NC(=O)NC2CCCCC2)cc1	1.5%	-5
Cc1[nH]c2ccccc2c1/C=C/c1nc2ccccc2c(=O)n1CCO	0.5%	-7
CCO[C@H]1OC(C(=O)N2CCN(Cc3ccc4c(c3)OCO4)CC2)=C[C@@H](c2ccccc2)[C@@H]1CCCO	4.2%	/
CNC(=O)c1c2c(nc3ccc(Br)cc13)CCCC2	-1.4%	12
O=C(c1ccccc1)N1CCn2c1nc1ccccc12	0.9%	24
COc1ccccc1CNC(=S)Nc1ccc2nc(N3CCN(C)CC3)cc(C)c2c1	-8.5%	4
COc1ccc(/C=N/NC(=O)c2cccc(NC(=O)c3ccccc3Cl)c2)c(OC)c1	2.2%	1
Cc1ccc(C(=O)C2=C(O)C(=O)N(c3ncccn3)C2c2ccc(F)cc2)o1 (stereo not drawn)	-5.4%	3
CN(C)c1ccc(/C=C2\C(=O)NC(=O)N(Cc3ccc(F)cc3)C2=O)cc1	-1.1%	-10
COc1ccc(N(C(=O)COc2ccc(C)cc2)S(=O)(=O)c2ccc(C)cc2)cc1	6.2%	-9

Taken from above.
Cc1[nH]c2ccccc2c1/C=C/c1nc2ccccc2c(=O)n1CCO in RmlCD inh 1536 shows -7
COc1ccccc1CNC(=S)Nc1ccc2nc(N3CCN(C)CC3)cc(C)c2c1 in RmlCD inh 1536 shows 4
COc1ccc(/C=N/NC(=O)c2cccc(NC(=O)c3ccccc3Cl)c2)c(OC)c1 in M. tuberculosis GlmU shows 2.2%
CCO[C@H]1OC(C(=O)N2CCN(Cc3ccc4c(c3)OCO4)CC2)=C[C@@H](c2ccccc2)[C@@H]1CCCO in M. tuberculosis GlmU shows 4.2%
CC(C)c1ccc(NC(=O)NC2CCCCC2)cc1 in M. tuberculosis GlmU shows 1.5%
CNC(=O)c1c2c(nc3ccc(Br)cc13)CCCC2 in M. tuberculosis GlmU shows -1.4%
O=C(c1ccccc1)N1CCn2c1nc1ccccc12 in RmlCD inh 1536 shows 24

Next section
SMILES	M. tuberculosis GlmU	RmlCD inh 1536
Cc1ccc(C)c(-n2nnnc2SCC(=O)NNC(=O)c2ccco2)c1	0.1%	5
Cc1ccc(C(=O)c2coc3c2C(=O)C(=O)c2ccccc2-3)cc1	6.3%	14
COCC(C)N=CC1=C(O)CC(C)(C)CC1=O (stereo not drawn)	8.3%	/
COc1ccc(/C=C(/NC(=O)c2ccccc2)c2nc3ccc(Cl)cc3[nH]2)cc1OC	3.4%	0
CCCc1nnc(NC(=O)CCC(=O)N2CCN(S(=O)(=O)c3ccc(C)cc3)CC2)s1	-1.9%	4
C=CCOC(=O)C1=C(C)OC(N)=C(C#N)C1c1ccc(OC)c(CSc2ccccn2)c1 (stereo not drawn)	1.2%	-2
O=C(NCCN1C(=O)S/C(=C\c2cccs2)C1=O)[C@H](Cc1ccccc1)N1C(=O)c2ccccc2C1=O	-2.5%	9
CC1CC(=O)N(c2ccc(NCCc3ccc(O)cc3)c([N+](=O)[O-])c2)C1=O (stereo not drawn)	-0.5%	-5
Cn1cc(/C=C(\C#N)C(=O)Nc2ncc(Cc3cccc(Cl)c3)s2)c2ccccc21	-2.9%	12
Cc1ccc(C(=O)CSc2nc3ccccc3c(=O)n2-c2ccccc2)s1	-5.2%	/
O=C1OC(c2ccc(F)cc2)=C/C1=C\c1ccc([N+](=O)[O-])o1	2.6%	8
O=C(Nc1ccccn1)c1nc(-c2ccccc2)n(-c2ccccc2)n1	-7.9%	/
COc1cc(CCC(=O)N2CCN(c3ncccn3)CC2)cc(OC)c1OC	-3.5%	11
CC(=O)N1N=C(c2ccc(C)cc2)CC1c1ccco1 (stereo not drawn)	0.5%	-10
CCC(C)NC(=O)c1[nH]c(C)c(C(=O)OC)c1C (stereo not drawn)	1.5%	9
CCCC(=O)Nc1c2c(nn1-c1ccc(OC)cc1)CS(=O)C2 (stereo not drawn)	/	102
CCOC(=O)c1c(NC(=O)C2c3ccccc3Oc3ccccc32)sc(C(C)=O)c1C	3.0%	1
COc1cccc2cc(-c3csc(NC(=O)CCC(=O)NCCCN4CCC(C)CC4)n3)c(=O)oc12	-4.2%	/
Nc1nc(SCC(=O)N2CCOCC2)n[nH]1	-4.0%	4
Cc1c(Br)c([N+](=O)[O-])nn1CCCC(=O)NC(C)c1ccccc1 (stereo not drawn)	-4.1%	-13
COc1ccc(/C=C/C(=O)N2CCCc3ccccc32)cc1	-0.3%	1
O=C1Cc2ccccc2C(c2ccc(Cl)cc2)N1 (stereo not drawn)	-4.5%	-3
CN(C)Cc1c(O)ccc2c1O/C(=C\C=C\c1ccccc1)C2=O	3.5%	-15
S=c1[nH]nc(-c2cc(-c3ccccc3)n[nH]2)n1/N=C/c1ccccc1	0.8%	/
COc1c([N+](=O)[O-])c(=O)oc2ccccc12	2.6%	15
CCOC(=O)Cc1c[nH]c2ccccc12	1.6%	/
CCCS(=O)(=O)N1CCCC(C(=O)NCCCOCC)C1 (stereo not drawn)	-2.2%	/
Cc1cccnc1NC1(C(F)(F)F)N=C(c2ccccc2)NC1=O (stereo not drawn)	1.2%	3
COc1ccc(-c2cn3cc(Cl)ccc3n2)cc1OC	4.6%	0
O=C(O)c1ccc(CSCc2c(F)cccc2Cl)o1	-0.3%	0
COc1ccc(CC(=O)N2CCN(C(=O)Cc3ccc(OC)cc3)CC2)cc1	/	1
CCCCCCCSc1nnc(-c2ccccc2N)c(=O)[nH]1	2.9%	-5
CC1(C)CC(=O)C(C=NCC2CCN(C(=O)Nc3ccc(Cl)c(Cl)c3)CC2)=C(O)C1	1.2%	4
Cc1ccc(NC(=O)NC2=NN(c3ccccc3)C(=O)/C2=C2/CCCN2C)cc1	2.1%	-3
CCCOC(=O)C1=C(C)NC2=C(C(=O)CCC2)C1c1ccc(N(C)C)cc1 (stereo not drawn)	1.6%	-8
CCC(C)Sc1nnc(CSc2nc(C)cc(C)n2)n1C (stereo not drawn)	-1.1%	-7
CC1=C(C(N)=O)C(c2cccs2)NC(=S)N1 (stereo not drawn)	8.5%	6
CCC(C)NC(=O)C(=O)NCc1ccncc1 (stereo not drawn)	3.1%	/
O=C(COC(=O)CCc1ccc(S(=O)(=O)N2CCCCC2)cc1)Nc1cccc2ccccc12	-7.3%	-4
O=Cc1c(C(=O)O)n(Cc2ccccc2Cl)c2ccccc12	-2.6%	-2
COc1n[nH]c(C(=O)Nc2cc(Cl)ccc2Cl)c1[N+](=O)[O-]	2.5%	16
CCC(=O)Nc1ccc(Cl)c(NC(=O)c2cccnc2)c1	0.7%	/
COc1cccc(NC(=S)NNC(=O)c2ccccc2OC(F)F)c1	7.0%	-10
COc1ccc(OCc2nn3c(-c4ccccn4)nnc3s2)cc1	6.2%	5
O=C(NCc1ccco1)c1c(F)cccc1Cl	3.3%	28
COc1ccc(Sc2cnn(-c3ccccc3)c(=O)c2Cl)cc1	1.6%	2
Cc1ccc(NNC(=O)c2ccno2)cc1Cl	-0.1%	/
CCOC(=O)C1=C(N)OC2=C(C(=O)CCC2)C1c1cccs1 (stereo not drawn)	3.6%	4
COc1ccc(-n2nnnc2-c2cnc3cc4c(cc3c2C)OCO4)cc1	2.9%	-12
CCCOC(=O)CSc1nc(N)c(C#N)c(CC)c1C#N	0.4%	1
Next part:
SMILES	M. tuberculosis GlmU	RmlCD inh 1536
CC(C)(C)CC(=O)Nc1nnc(C(F)(F)F)s1	-6.0%	/
O=C(Nc1ccc(F)cc1F)c1ccc(-n2cccn2)c([N+](=O)[O-])c1	-6.0%	10
CC1CN(c2ncnc3c2c(-c2ccccc2)cn3-c2ccc(F)cc2)CC(C)O1 (stereo not drawn)	0.9%	/
Oc1ccc(/C=N/Nc2cc(N3CCOCC3)nc(N3CCOCC3)n2)cc1O	6.4%	-12
O=C(O)c1cc(-c2ccc(Cl)cc2)n[nH]1	1.1%	9
COc1ccc(-c2ccc3nnc(SCC(N)=O)n3n2)cc1	1.7%	3
CCOC(=O)c1c(-c2ccccc2)csc1NC(=O)/C(C#N)=C/c1ccc(OC)c(OC)c1	1.8%	/
O=[N+]([O-])c1cccc(-c2ccc(/C=N/n3c(-c4ccccc4)n[nH]c3=S)o2)c1	-0.5%	-7
COc1ccc(-c2csc(NC(C)c3nc4cc(C(=O)NCCCO)ccc4n3Cc3ccc(C)cc3)n2)cc1 (stereo not drawn)	2.6%	/
COc1ccc(-n2nnnc2SCC(=O)c2ccc3c(c2)OCCO3)c(OC)c1	/	3

Continued, overlapping the part above by 3 compounds.
SMILES	M. tuberculosis GlmU	RmlCD inh 1536
O=[N+]([O-])c1cccc(-c2ccc(/C=N/n3c(-c4ccccc4)n[nH]c3=S)o2)c1	-0.5%	-7
COc1ccc(-c2csc(NC(C)c3nc4cc(C(=O)NCCCO)ccc4n3Cc3ccc(C)cc3)n2)cc1 (stereo not drawn)	2.6%	/
COc1ccc(-n2nnnc2SCC(=O)c2ccc3c(c2)OCCO3)c(OC)c1	/	3
Cc1cccc(N=CC=C2OC(C)(C)C(C)(C)O2)c1	0.8%	/
CC(O)[C@H]1CN=C(N)N1CC1CCCCC1 (stereo partly drawn)	4.5%	/
Fc1ccc(C2=Nc3cccc4cccc(c34)N2)cc1	2.5%	-5
CC(=O)c1c(C)[nH]c(C(=O)Nc2ccc(C)c(S(=O)(=O)N(C)C)c2)c1C	6.9%	-3
O=C(COc1ccc(Cl)cc1)N1CCN(Cc2ccccc2)CC1	4.8%	/
CC(C)(C)N(Cc1cc2ccccc2[nH]c1=O)C(=O)C1CCCCC1	3.0%	/
CCC(NC(=O)NCc1ccc2c(c1)OCO2)(C(F)(F)F)C(F)(F)F	-4.9%	/
CCn1c(COc2ccccc2C)nnc1SCC(=O)N1CCN(c2ccccc2)CC1	0.5%	-8
CCOC(=O)C1CCN(S(=O)(=O)c2ccc(Cl)nc2)CC1	-2.0%	9
CCc1ccc(NC(=O)CS(=O)CC(=O)NCCCc2ccccc2)cc1 (stereo not drawn)	1.9%	12

In the list so far, four have a cyano group.
SMILES	M. tuberculosis GlmU	RmlCD inh 1536
C=CCOC(=O)C1=C(C)OC(N)=C(C#N)C1c1ccc(OC)c(CSc2ccccn2)c1 (stereo not drawn)	1.2%	-2
Cn1cc(/C=C(\C#N)C(=O)Nc2ncc(Cc3cccc(Cl)c3)s2)c2ccccc21	-2.9%	12
CCCOC(=O)CSc1nc(N)c(C#N)c(CC)c1C#N	0.4%	1
CCOC(=O)c1c(-c2ccccc2)csc1NC(=O)/C(C#N)=C/c1ccc(OC)c(OC)c1	1.8%	/

(further entries)
SMILES	M. tuberculosis GlmU	RmlCD inh 1536
CN(C)S(=O)(=O)N(CC(=O)Nc1ccccc1)c1ccccc1	1.6%	/
CCOc1cc(C2CC(=O)NC(SCC)=C2C#N)ccc1O (stereo not drawn)	-1.4%	36
CN1CCN(C(c2cccnc2)c2ccc3cccnc3c2O)CC1 (stereo not drawn)	-1.4%	-4
COc1cccc(/C=N/N2CCN(C3c4ccccc4-c4ccccc43)CC2)c1O	0.8%	-10
CC(C)(CN1CCN(C(c2ccccc2)c2ccccc2)CC1)NS(=O)(=O)c1ccccc1	-1.4%	10
c1ccc(-c2cc(-c3nc(-c4ccccn4)no3)c3ccccc3n2)cc1	5.0%	/
O=C(O)CCn1nnc(-c2cccs2)n1	-4.2%	17
O=C(CN(C1CCCCC1)S(=O)(=O)c1ccccc1)NCc1cccnc1	-0.9%	64
O=C(Cc1ccccc1)N[C@@H](Cc1ccccc1)c1nc2ccccc2[nH]1	0.4%	-7
CCCCNC(=O)c1ccc(CS(=O)(=O)Cc2ccccc2F)o1	-0.1%	-38
CCOc1ccc(-c2cc(CCCC(=O)NCCc3ccccc3)no2)cc1	-3.1%	-8
CCN(CC#CCC1(O)c2ccccc2-c2ccccc21)CCO	-0.2%	/
CCNc1[nH]c(=O)n(C)c(=O)c1N=O	-2.4%	8
CCN(CC)C(=O)Cn1c(=O)n(C)c2ccccc21	-3.2%	3
CC(=O)Nc1ccc(Nc2ccc3c4c(cc(=O)n3C)-c3ccccc3C(=O)c24)cc1	1.5%	-10
N#Cc1cc(-c2ccccc2)nc(Oc2ccccc2)n1	0.6%	-13
O=S(=O)(c1ccc(-c2ccccc2)cc1)N1CCOCC1	-4.8%	/
CCOC(=O)N1CCC(=NNC(=O)c2cc3ccccc3cc2O)CC1	6.2%	-4
Cc1ccc(S(=O)(=O)N2CCN(C(=O)CSc3nc4ccccc4c(=O)[nH]3)CC2)cc1	4.4%&5.1%	-1
O=C(c1ccccc1)c1cccc(NC(=O)C2CC2)c1	2.1%	/
COc1ccc(CNC(=O)c2ccc(CN3CCOCC3)cc2)cc1	1.8%	-6
CC(=O)N1CCc2cc(S(=O)(=O)NCCC(=O)NC3CCN(Cc4ccccc4)CC3)ccc21	-1.0%	-13
Cc1cccc(OC(=O)CCN2C(=O)C3C4C=CC(C5CC45)C3C2=O)c1C (stereo not drawn)	-3.0%	19
Cc1cc(C)n(CCc2nc(-c3ccc(C(C)(C)C)cc3)cs2)n1	-7.5%	22
CCCCCC(=O)Nc1cc2[nH]c(=O)cc(COC)c2cc1C	-1.4%	/
CCCCN(CCCC)CC(O)COc1ccc(Br)cc1 (stereo not drawn)	-4.3%	/
c1ccc(-c2nc(C3CCCCC3)no2)cc1	-8.9%	9
NNC(=O)c1ccc(COc2ccccc2)cc1	-1.0%	4
O=CNCCCc1nc2ccccc2n1Cc1cccc2ccccc12	-3.7%	10
Clc1cccc(Cl)c1Cn1c(-c2cccnc2Cl)nc2ccccc21	6.1%	-1
Cc1ccc(C(=O)NC(=S)Nc2nc(-c3cccc([N+](=O)[O-])c3)cs2)c(Cl)c1	3.2%	8
COc1c(S(=O)(=O)NCCN2CCOCC2)ccc(Cl)c1Cl	-4.2%	-5
NS(=O)(=O)c1cccc(NS(=O)(=O)c2cccc(C(F)(F)F)c2)c1	4.2%	30
